Screens: PubChem BioAssay, Broad Institute
FN deposition inh: fibronectin deposition inhibition; AH1F fibroblasts, Alexa488-fibronectin deposition fluorescence, overnight; inhibition, % at 12.6 µM; hit rate 0.086% among 350,000; AID 743247;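 active = mean inhibition across replicates of 30% or more, regardless of how many single replicates reach that level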;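 also: positive control wells lacked labelled fibronectin entirely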
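Assay system: AH1F fibroblast monolayer, labelled fibronectin deposition. Amount: 10000 cells per well. Also added: labelled fibronectin 24 nM. Compound: single-point pinned compound. Incubation: cell attachment 1 h, compound and FN exposure overnight. Detection: fluorescence after three HBSS washes, excitation 485 nm, emission 525 nm. Read-out: inhibition of fibronectin deposition signal.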
Casp6 inh: inhibitors of human caspase-6 | P55212 | purified caspase-6, Z-VEID-R110 cleavage fluorescence | AID 686996 | inhibition, % at 12.5 µM | hit rate 0.53% among 350,000;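 active = mean inhibition across replicates at least about 35%, with every replicate also reaching that limit, limit read from the data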;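 also: 0% = median of neutral control wells and 100% = no fluorescence left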
Target sequence (P55212 24-179 limits assumed): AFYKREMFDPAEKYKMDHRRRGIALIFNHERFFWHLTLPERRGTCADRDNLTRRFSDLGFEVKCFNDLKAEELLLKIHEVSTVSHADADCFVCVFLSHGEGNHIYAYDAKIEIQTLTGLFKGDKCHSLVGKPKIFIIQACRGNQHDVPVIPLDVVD
Target sequence (P55212 194-293 limits assumed): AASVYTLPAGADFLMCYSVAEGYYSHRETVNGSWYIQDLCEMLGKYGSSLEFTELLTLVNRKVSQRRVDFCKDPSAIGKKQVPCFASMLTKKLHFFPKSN
PAX8 reporter: lowers PAX8-driven luciferase in RMG-I cells; inhibition, % at 12.6 µM; RMG-I TPO-luciferase reporter, SteadyGlo, 24 h; hit rate 1.2% among 360,000;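 active = mean replicate inhibition at least 60% with every replicate also reaching 60%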;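 also: luciferase light reporting Pax8 driven TPO promoter activity; plate controls were median of neutral control wells for no effect and mitoxantrone controls for full effect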
Cneo AK release: Cryptococcus neoformans lysis via adenylate kinase release; C. neoformans lysis, adenylate kinase release luminescence, 4 h; normalised: neutral wells 0, clomiphene wells 100; lysis activity, % at 15 µM; hit rate 0.2% among 360,000;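 active = mean lysis activity across replicates of at least 80%, whatever share of replicates individually reach that level; inactive = mean lysis activity below 80%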
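Material: C. neoformans cells; Schedule: 4 h static compound exposure, 37 °C, read 1 h post-reagent; Measured by: adenylate kinase release luminescence; Read-out: signal increase indicating cell lysis; Controls: Clomiphene as positive lysis control.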
miR122 inh: blocks miR-122 activity in Huh7 sensor cells. Huh7 miR-122 Renilla luciferase sensor, 48 h; neutral wells = 0, positive control = 100. hit rate 0.3% among 340,000. AID 602342. activation (reporter increase), % at 12.5 µM;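 active = mean replicate activation score at least 90 and every replicate individually at or above 90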;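 also: higher luciferase means less miR-122 activity so hits act as miR-122 inhibitors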
LGR2 inh: blocks bursicon-induced cAMP signaling via Drosophila LGR2; HEK293 LGR2, CRE-luciferase, bursicon-stimulated, 4 h; inhibition, % at 9.99 µM; hit rate 0.35% among 380,000; AID 720647;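 active = drop in luminescence signal, shown as inhibition above about 50% in the replicate tests, limit read from the data, passing the limit was not always enough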;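 also: agonist challenge used bursicon conditioned medium at about half maximal strength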
PGC1a acetyl inh: lowers PGC1a acetylation signal in U2OS cells | AlphaScreen anti-acetyl-lysine; with virally co-expressed GCN5 acetyltransferase | inhibition, % at 15.6 µM | hit rate 0.17% among 350,000 | AID 651687;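 active = every replicate shows inhibition of at least 40%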;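 also: 0% = neutral control wells and 100% = positive control wells; some results beyond the cut were filed as inactive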
EWS-Fli block: inhibitors of EWS/Fli oncoprotein transcriptional activity; AID 651661; hit rate 0.67% among 350,000; inhibition, % at 12.6 µM; A673 NR0B1-luciferase reporter, viability-normalised;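 active = mean inhibition of at least 50% after viability correction, with every replicate also passing that limit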;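 also: firefly luciferase signal divided by Alamar Blue viability fluorescence both relative to DMSO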
Active calls of the source: *; . = not tested or not shown; [ ] = dose if it differs, or a comment.

SMILES	FN deposition inh	Casp6 inh	PAX8 reporter	Cneo AK release	miR122 inh	LGR2 inh	PGC1a acetyl inh	EWS-Fli block
COC(=O)c1cc(S(=O)(=O)NCCc2ccc(Cl)cc2)c[nH]1	2	0	-20	1	11	8	16	-7
Cc1ccc(NC(=O)CN(C)C(=O)c2cccc(S(=O)(=O)NCc3cccs3)c2)cc1	-3	5	12	0	55	-13	-10	2
NC(=O)c1ccc(NC(=O)Cc2ccc(S(=O)(=O)N3CCCCC3)cc2)cc1	-4	3	-8	0	.	-17	.	0
C[C@H]1CN([C@@H](C)CO)C(=O)c2cccc(NC(=O)c3ccc(-c4nccs4)cc3)c2O[C@H]1CN(C)Cc1ccccc1	.	.	.	-2	32[16.7 µM]	2	-3	5
COc1nc(-c2cccs2)cc(-c2ccc(C)cc2)c1C#N	-9	.	.	0	2	19	-10	.
C=CCNC(=O)[C@H]1[C@@H]2C(=O)O[C@@H](c3ccccc3)[C@@H](c3ccccc3)N2[C@@H](c2ccc(O)cc2)[C@]12C(=O)N(C(=O)OCCOC)c1ccc(C#Cc3ccc(OC)cc3)cc12	.	-2	-10	-7	.	.	5	-12
COc1cccc(-c2ccc3c(c2)C2CC3CCN2C(C)=O)c1 (configuration not stated)	-1	1	-11	4	-1	-51	1	3
O=C(NCC1COc2ccccc2O1)c1cccc(S(=O)(=O)NCc2ccccc2)c1 (configuration not stated)	-12	6	11	-1	.	-1	.	10
CC1(C)CC(=O)c2cnc3nc4ccccc4n3c2C1	13	1	12	.	.	-10	.	5
C[C@@H]1CN([C@@H](C)CO)C(=O)c2cc(NS(=O)(=O)c3ccc(F)cc3)ccc2O[C@@H](C)CCCCO[C@H]1CN(C)C(=O)CCC(F)(F)F	-8	1	8	6	1[16.7 µM]	-16	2	5
COc1cc2ccccc2cc1C(=O)N1CCCC1	11	0	-10	-2	-1	8	.	8
Clc1ccc2oc(-c3ccccc3)nc2c1	10	.	-111	-1	7	.	-10	.
COC(=O)[C@]12CCCCC=C1N(Cc1ccc(Cl)cc1Cl)C(=O)[C@H](CC(=O)N1CCN(C(=O)c3ccco3)CC1)C2	-11	6	109*	.	.	13	.	-8
CN1c2ccc(-c3ccc(C#N)cc3)cc2[C@@H]2[C@@H](CCN2C(=O)Nc2cccc(F)c2)[C@@H]1CO	13	-5	-3	-6	6[16.7 µM]	-8	13	10
CC1(C(=O)NS(=O)(=O)c2cccc(OC(F)F)c2)CCN1C(=O)c1ccccc1CCc1ccccc1 (configuration not stated)	-6	-2	2	1	-10	0	-7	5
O=C(Nc1nnc(-c2ccco2)o1)c1ccc(N2C(=O)CCC2=O)cc1	-1	28	-14	.	-3	-18	4	-6
COc1ccccc1N(CC(=O)Nc1ccc2c(c1)OCCO2)S(=O)(=O)c1ccc(C)cc1	-9	4	8	-3	19	-5	.	11
COCC(=O)N1[C@H](CO)[C@H]2c3ccccc3N(C(=O)c3cccc(OC)c3)C[C@H]21	.	-6	-2	-2	25[16.7 µM]	10	0	-1
COc1ccc(F)cc1S(=O)(=O)Nc1cc2c3c(c1)CC(=O)N3CCC2	-9	3	7	-1	8	9	1	18
Cc1cc(/C=N/NC(=O)c2cccc(F)c2)c(C)n1-c1ccccc1	22	2	-91	.	.	-71	.	-73
CSc1nc2ccc(NC(=O)COc3ccccc3F)cc2s1	.	1	-82	0	-19	-41	1	-50
C[C@@H]1CN([C@H](C)CO)C(=O)c2cc(C#CCc3ccccc3)cnc2O[C@@H]1CN(C)C(=O)Cc1cccnc1	.	1	.	-1	10[16.7 µM]	-5	3	-12
Cc1cc(/C=N/NC(N)=S)c(O)c(/C=N/NC(N)=S)c1	-10	5	15	-6	0	-5	-10	9
Cc1ccc2c(c1)c1c3n2CCN(C(=O)CCl)C3CCC1 (configuration not stated)	3	9	14	-1	.	10	.	24
CNC(=O)/C=C/c1cc(C(=O)c2ccc(Cl)cc2Cl)cn1C	7	0	18	.	.	-2	.	-8
CCCCCCCCNC(=O)/C(C#N)=C/c1ccc(SC)cc1	-8	-1	3	0	-1	.	-2	7
CCOc1cc(/C=C/C(=O)NCCc2ccc(S(N)(=O)=O)cc2)ccc1OCC(C)C	10	5	2	.	7	-8	8	-4
COc1ccccc1/C=C(\NC(=O)c1ccc(OC)c(OC)c1)C(=O)Nc1cccc([N+](=O)[O-])c1	-5	-6	-3	.	.	-2	.	15
CC(=O)Nc1cccc(-c2ccnc3c2CC(C)(C(=O)NCCC(F)(F)F)O3)c1 (configuration not stated)	20	2	16	1	22	-11	-6	33
CN1CCN(C(=O)C[C@@H]2CC[C@H]3[C@@H](COC[C@H](O)CN3Cc3ccc4c(c3)OCO4)O2)CC1	5	-1	3	-2	4[16.7 µM]	-6	2	2
CCOc1ccccc1N1CCN(C(=O)C2CSC3(C)CCC(=O)N23)CC1 (configuration not stated)	5	3	6	-1	-3	16	0	-2
COCC#Cc1cnc2c(c1)C(=O)N([C@@H](C)CO)C[C@@H](C)[C@@H](CN(C)S(C)(=O)=O)O2	.	1	5	15	1[16.7 µM]	-10	-3	-2
Cc1cccc(C(=O)O/N=C2\CCS(=O)(=O)c3sccc32)c1	.	.	.	-3	-5	-13	-4	.
COc1ccc(CC(=O)OCC(=O)Nc2ccc3[nH]c(=O)[nH]c3c2)cc1	.	1	2	-2	0	8	2	0
Cc1ccc(S(=O)(=O)N(C)C[C@H]2OCCCC[C@@H](C)Oc3ccc(NC(=O)NC(C)C)cc3C(=O)N([C@@H](C)CO)C[C@H]2C)cc1	-3	0	-8	-2	9[16.7 µM]	8	-11	0
Nc1cc(N)nc(SCc2cccc(F)c2)n1	6	-1	-22	-1	2	-47	.	-60
CCCc1cc(=O)n2[nH]c(SCc3ccccc3)nc2n1	25	.	-15	7	-13	.	.	.
Cc1ccccc1N(CC(N)=O)S(C)(=O)=O	15	.	11	7	5	.	4	.
C=CCNC(=O)C1CC1(c1cccc(C)c1)c1cccc(C)c1 (configuration not stated)	2	-3	3	0	18	10	5	-6
CC(C)C(=O)N1CCN(c2ccccc2NC(=O)Cc2ccc(Cl)cc2)CC1	-2	.	5	1	2	.	-2	.
Cc1ccc(S(=O)(=O)Nc2cc(C(=O)NCCN(C)C)ccc2N2CCCC2)cc1	4	-16	-3	.	0	-1	-6	.
CSCCC(NC(=O)COc1ccccc1)C(=O)NCCOc1ccccc1 (configuration not stated)	8	-2	9	0	1	8	-5	-5
COCCSc1nnc(NC(=O)C2CCN(C(=O)c3ccco3)CC2)s1	-1	1	-4	-3	-5	-20	.	.
CCOCCCNC(=O)c1ccc(CS(=O)(=O)Cc2ccc(C)cc2)o1	.	.	.	0	-6	15	-6	.
CCOc1ccccc1-n1c(SCC(=O)NC(C)(C)C)nnc1-c1ccoc1C	4	.	-53	2	4	.	-4	.
CN(C)c1nc2c(N)ncnc2n1[C@H]1O[C@@H](CO)[C@H](O)[C@@H]1O	-1	3	-12	-1	-6	9	7	-1
C[C@H](CO)N1C[C@H](C)[C@H](CN(C)Cc2cccc(C(=O)O)c2)Oc2cc(C3=CCCC3)ccc2S1(=O)=O	.	-1	11	-2	-15[16.7 µM]	-12	6	-1
CCOC(=O)c1oc2ccccc2c1CSc1nnc(-c2ccco2)o1	-4	.	6	2	2	.	-3	.

Molecules above containing an NH in an aromatic ring:
SMILES	FN deposition inh	Casp6 inh	PAX8 reporter	Cneo AK release	miR122 inh	LGR2 inh	PGC1a acetyl inh	EWS-Fli block
COC(=O)c1cc(S(=O)(=O)NCCc2ccc(Cl)cc2)c[nH]1	2	0	-20	1	11	8	16	-7
COc1ccc(CC(=O)OCC(=O)Nc2ccc3[nH]c(=O)[nH]c3c2)cc1	.	1	2	-2	0	8	2	0
CCCc1cc(=O)n2[nH]c(SCc3ccccc3)nc2n1	25	.	-15	7	-13	.	.	.

The listing continues.
SMILES	FN deposition inh	Casp6 inh	PAX8 reporter	Cneo AK release	miR122 inh	LGR2 inh	PGC1a acetyl inh	EWS-Fli block
CC(C)Cc1nnc(NC(=O)CCC(=O)NCc2ccccc2Cl)s1	4	1	-11	.	.	-12	.	.
COc1cccc(-c2cc(NC(C)=O)c3ncc(-c4cccc(C(C)=O)c4)n3c2)c1	.	-4	6	-2	.	-15	2	-11
Brc1cnc(N2CCCC2)nc1N1CCCCC1	4	-4	-4	0	-5	-14	6	-1
CC1CCCN(CCOc2ccc(Br)cc2)C1 (configuration not stated)	.	.	3	12	1	-11	-17	.
Clc1ccccc1Nc1c2c(nc3ncnn13)CCC2	0	.	.	0	1	-1	-30	.
CCCN1CCN(CCCNC(=O)C2CCN(c3nnc(-n4c(C)ccc4C)s3)CC2)CC1	0	-154	-3	0	1	4	-7	8
CC=Cc1ccc2n(c1=O)C[C@H]1[C@H](CO)[C@@H](C(=O)NCC)[C@@H]2N1C(=O)C1CC1 (mixture of isomers)	.	-2	.	4	.	-3	.	5
COc1cc(/C=C/C(=O)O)ccc1OS(=O)(=O)c1c(C)cc(C)cc1C	0	1	2	-2	-5	-8	4	8
CN(CC(=O)Nc1ccc(F)cc1)C(=O)CCc1nc2ccccc2c(=O)[nH]1	3	0	11	4	-3	-24	1	-12
O=C(CSc1nncs1)Nc1cc(S(=O)(=O)N2CCOCC2)ccc1N1CCCC1	-5	1	3	.	-2	10	.	3
Cc1nc(CNS(=O)(=O)c2cc([N+](=O)[O-])ccc2C)cs1	0	0	-10	2	-1	15	-29	1
CCOc1ccccc1NC(=O)c1cc(SC)ccc1Cl	-12	-3	9	-1	5	-3	.	14
Cc1cc(NC(=O)/C=C/c2ccccc2)c(C(C)C)cc1O	0	-6	7	.	.	2	.	0
O=C(NCC[C@H]1CC[C@@H](NC(=O)C2CCCC2)[C@H](CO)O1)c1ccc(F)cc1	.	-1	-10	0	-5[16.7 µM]	0	-3	1
O=c1[nH]c2ccccc2n1CCC1CCCCC1	.	8	.	3	-2	-48	0	-11
NNC(=O)CN1C(=O)Nc2ccc(Br)cc2C1c1ccccc1 (configuration not stated)	.	-1	.	1	2	7	-6	-11
CS(=O)(=O)Nc1ccc2c(c1)[C@H]1C[C@H](CC(=O)N3CCc4ccccc4C3)O[C@H](CO)[C@H]1O2	.	-1	26	7	-6[16.7 µM]	-2	-5	-1
COc1cccc(/C=C2\Oc3cc(OCC(=O)N4CCC[C@H]4C(=O)O)ccc3C2=O)c1	.	-3	.	-5	0	0	10	-12
CN(Cc1ccccc1)C(=O)c1cnc(Cc2c[nH]c3ccccc23)c(I)c1	12	-3	52	-1	14	-6	.	11
Cn1nc(C(=O)N2CCc3ccccc32)c2ccccc2c1=O	.	4	-4	.	.	6	.	9
COc1ccc(C(=O)C(C)OC(=O)CNC(=O)C2CCCCC2)cc1 (configuration not stated)	-2	-1	-13	-1	-5	1	18	7
CC(Oc1cc2oc(=O)c3c(c2cc1Cl)CCCC3)C(=O)NCc1ccccn1 (configuration not stated)	3	-4	2	-3	-2	-7	-15	3
COc1ccc(NC(=O)N2CCCCN3[C@H](CO)[C@@H](c4ccc(C#Cc5ccccc5)cc4)[C@H]3C2)cc1	.	-2	16	2	-4[16.7 µM]	.	-19	5
O=C(N/N=C/c1ccc(Br)s1)c1ccccc1[N+](=O)[O-]	5	.	-5	-4	2	.	-1	.
CCCCCC(=O)Nc1ccc(S(=O)(=O)Nc2nccc(C)n2)cc1	4	2	-5	.	2	-4	-6	6

Rows are unselected; any-hit rate near 2.5%.
